Bioassay records: PubChem BioAssay, The Scripps Research Institute Molecular Screening Center
M1 ag parental – counter-screen for M1 agonists: effect in parental CHO-K1 cells | 360,000 tested, 0.48% active | AID 602248, 2012 | Fluo-8 calcium fluorescence; scaled to maximal ATP response, vehicle zero | activation, % at 3 µM; in the data active means activation above about 15%;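 further: untransfected CHO-K1 host cells lacking M1 receptor as counterscreen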
TAAR1 antagonist – human TAAR1 antagonists, primary screen, Fluo-8 calcium fluorescence, CHO RD-HGA16 cells | AID 624466, 2012 | inhibition, % at 3 µM | 360,000 tested, 1.5% active | antagonist;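 active means inhibition above a per-plate cutoff, the mean inhibition of test compounds on that plate plus 3 SD, cut at about 49% in these data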;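 further: 0% = DMSO plus EC80 beta-PEA response and 100% = DMSO alone without agonist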
Target sequence (Q96RJ0 whole entry, looked up): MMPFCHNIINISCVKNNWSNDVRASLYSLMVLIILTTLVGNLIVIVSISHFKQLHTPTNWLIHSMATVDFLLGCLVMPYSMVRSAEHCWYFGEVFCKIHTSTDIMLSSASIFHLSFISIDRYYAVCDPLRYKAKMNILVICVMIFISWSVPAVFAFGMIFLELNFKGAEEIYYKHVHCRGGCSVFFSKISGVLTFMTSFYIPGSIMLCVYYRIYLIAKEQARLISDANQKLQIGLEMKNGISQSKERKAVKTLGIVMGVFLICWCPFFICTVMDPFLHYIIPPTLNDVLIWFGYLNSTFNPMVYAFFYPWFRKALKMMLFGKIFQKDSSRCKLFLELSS
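Test system: CHO RD-HGA16 cells bearing hTAAR1 | Reagent: β-PEA, EC80 | Compound dosing: 3 µM, single point | Schedule: Dye loading 75 min at 37 °C, then 30 min room temperature | Signal: Calcium fluorescence with Fluo-8 | Evaluation: Percent inhibition of PEA-evoked calcium signal, max/basal emission ratio | Control set: DMSO-only wells and EC80 β-PEA-stimulated wells | Repeats: Singlicate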
GPR7 antag – GPR7 receptor antagonists, primary screen, cell-based, fluorescence, single concentration; GPR7-expressing cells, fluorescence antagonist assay; 290,000 tested, 1.1% active; Neuropeptides B/W receptor type 1 (Homo sapiens), P48145; inhibition, % at 4.4 µM; in the data active means inhibition above about 16%, passing the limit was not always enough;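 further: cells stimulated with the agonist NPW; 0% = agonist with vehicle and 100% = vehicle without agonist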
Target sequence (P48145 whole entry, looked up): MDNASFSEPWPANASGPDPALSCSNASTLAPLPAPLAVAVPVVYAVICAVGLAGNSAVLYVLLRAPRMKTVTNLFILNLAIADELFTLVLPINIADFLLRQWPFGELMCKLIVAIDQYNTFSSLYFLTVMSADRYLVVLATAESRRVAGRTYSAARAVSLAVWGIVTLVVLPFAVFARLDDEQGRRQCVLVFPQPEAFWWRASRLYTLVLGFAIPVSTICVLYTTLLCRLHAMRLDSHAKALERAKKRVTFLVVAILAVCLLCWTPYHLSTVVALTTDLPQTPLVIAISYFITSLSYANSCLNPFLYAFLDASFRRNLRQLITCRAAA
CHO-K1 Ca PAM – nonselective calcium activators in parental CHO-K1 cells, primary screen, counter-screen for M1 PAM project, cell-based, Fluo-8 calcium fluorescence, full deck, 1536-well. ATP EC20; 0% at ATP EC20, 100% at ATP max. activation, % at 3 µM. 360,000 tested, 0.02% active. AID 602247, 2012;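 active means activation above the run cutoff, the mean activation of all test compounds plus 3 SD, cut at about 40% in these data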;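 further: peak over basal fluorescence ratio in a 140 s read after ATP addition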
CHO-K1 Ca antag – counter-screen for M1 antagonists: effect in parental CHO-K1 cells; ATP-induced calcium, Fluo-8 fluorescence; inhibition, % at 3 µM; 360,000 tested, 0.6% active;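 active means inhibition above a per-plate cutoff, the plate's mean sample inhibition plus 3 SD, cut at about 24% in these data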;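 further: 0% = DMSO plus EC80 ATP and 100% = DMSO alone without ATP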
CHO parental Ca – ATP-evoked calcium signal inhibitors, parental CHO, primary screen, counter-screen for OX1R antagonist project, cell-based, fluorescence, Fluo-8 calcium dye. AID 463079, 2010. 330,000 tested, 0.63% active. inhibition, % at 5.6 µM. parental CHO-K1, ATP-induced calcium, Fluo-8 fluorescence;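 active means inhibition above that plate's mean sample inhibition plus 3 SD, cut at about 26% in these data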;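 further: 0% = ATP-challenged DMSO wells and 100% = DMSO wells without ATP; some compounds past the cut are filed as inactive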
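Assay system – parental CHO cells · Reagent – ATP stimulus · Detection – intracellular calcium via Fluo-8 no-wash fluorescent dye · Evaluation – percent inhibition of ATP-evoked calcium rise, normalized to controls · Controls – ATP wells versus no-ATP DMSO wells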
OXTR potentiator – human OXTR potentiators, primary screen, fluorescence, CHO-OTR cells, Fluo-8 calcium. 320,000 tested, 0.061% active. Oxytocin receptor (Homo sapiens), P30559. activation, % at 3 µM. Fluo-8 calcium fluorescence, potentiator mode; 0% = oxytocin EC15, 100% = EC100;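 active means activation above that plate's cutoff, the mean activation of tested compounds plus 3 SD, cut at about 6.6% in these data, passing the limit was not always enough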;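 further: 100% uses oxytocin at 75 nM as the full agonist control; some results filed as inactive read as strong as hits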
Target sequence (P30559 whole entry, looked up): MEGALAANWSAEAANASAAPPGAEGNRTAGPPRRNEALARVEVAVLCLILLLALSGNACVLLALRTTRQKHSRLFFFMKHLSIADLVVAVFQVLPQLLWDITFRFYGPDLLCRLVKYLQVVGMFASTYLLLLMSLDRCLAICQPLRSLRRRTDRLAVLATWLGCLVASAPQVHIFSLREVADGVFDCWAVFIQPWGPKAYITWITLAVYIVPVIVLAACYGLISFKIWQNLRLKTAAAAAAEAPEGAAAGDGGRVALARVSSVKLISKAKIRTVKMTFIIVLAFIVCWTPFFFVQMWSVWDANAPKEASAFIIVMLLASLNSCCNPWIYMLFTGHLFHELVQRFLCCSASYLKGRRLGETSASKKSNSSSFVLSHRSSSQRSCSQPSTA
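test system = CHO-OTR cells, human receptor | compound = single-point 3.0 µM | schedule = 6 min compound pre-incubation at room temperature, 100 s kinetic read | signal = Fluo-8 no-wash calcium dye fluorescence, excitation 470-495 nm, emission 515-575 nm | repeats = single well per compound, singlicate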
V1aR counter – agonists of human V1a receptor, primary screen, counter-screen for OXTR agonist project, fluorescence, CHO-V1R cells; Vasopressin V1a receptor (Homo sapiens), P37288; Fluo-8 calcium fluorescence, agonist mode; 0% DMSO, 100% 3 nM vasopressin; activation, % at 3 µM; 320,000 tested, 0.25% active; AID 2797, 2010;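 active means activation above the mean activation of all tested compounds plus 3 SD, per screening run, cut at about 20% in these data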;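 further: signal is peak over basal fluorescence ratio across a 100 second FLIPR read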
OXTR agonist – human OXTR agonists, primary screen, fluorescence, CHO-OTR cells, Fluo-8 calcium | activation, % at 3 µM | Oxytocin receptor (Homo sapiens), P30559 | 320,000 tested, 0.32% active | Fluo-8 calcium fluorescence; normalized: DMSO 0%, oxytocin 100%;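 active means activation above the mean of all tested compounds plus 3 SD, cutoff set per screening run, cut at about 20% in these data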;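 further: peak over basal fluorescence ratio from a 100 s FLIPR kinetic read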
The depositor's hits bear a star; · = no result given.

SMILES	M1 ag parental	TAAR1 antagonist	GPR7 antag	CHO-K1 Ca PAM	CHO-K1 Ca antag	CHO parental Ca	OXTR potentiator	V1aR counter	OXTR agonist
Cc1ccc(C(C(=O)NC2CCCC2)N(Cc2cccnc2)C(=O)c2snc(C(N)=O)c2N)o1 (stereo unspecified)	1.8	-7	-5	26	-7	-22	-3	-0.4	-0.6
COC(=O)c1c(N2C(=O)[C@H]3[C@@H](C2=O)[C@]2(C(=O)Nc4c(C)cccc42)N2CCC[C@@H]32)sc(C)c1C	1.0	11	11	-4	3	-19	-6	0.1	1.5
COc1ccc(S(=O)(=O)N2CCC(C(=O)NCC3CCCO3)CC2)cc1Cl (stereo unspecified)	0.8	0	4	11	-11	-15	-3	0.9	-0.1
O=C1N=C2SCCN2/C1=C\c1ccc(Cl)cc1	-0.1	-5	-1	1	-8	-8	-9	-0.4	-1.1
O=C(OC1CCOC1=O)c1ccc(CO)cc1 (stereo unspecified)	0.8	-27	-14	9	-16	-4	0	1.1	1.1
COC(=O)c1c(NC(=O)CN2CCN(c3cccc(Cl)c3)CC2)sc(C)c1C	-0.1	-36	5	20	-8	-6	-1	0.5	0.3
Cc1ccc(C(=O)NCC2CCCO2)cc1S(=O)(=O)N1CCCCC1 (stereo unspecified)	1.6	-4	-4	9	-8	2	1	2.9	0.2
COc1cccc(C(=O)NNc2nc(C)cc(C)n2)c1	0.2	-7	-1	16	-5	-4	-8	1.1	0.5
O=C(Nc1ccc(F)cc1)C1CCN(C(=O)NCc2ccccc2)CC1	0.0	-4	0	3	-7	-1	-5	1.0	0.2
CC(C)C(=O)NNC(=O)CC(=O)Nc1ccccc1C(=O)O	-0.1	-25	-11	-2	4	-6	9	0.6	1.1
c1ccc2c3nnc4n(c-3nc2c1)CCCS4	1.2	1	-14	-2	0	-6	-5	-0.3	-0.2
COc1ccc(OCc2cc(C(=O)NCC3(C)COC3)no2)c(Cl)c1	3.0	19	8	11	-3	-15	-8	5.6	1.6
COC(=O)c1ccc2nc(-c3cccc(Cl)c3)c(Cc3cccc(F)c3)n2c1	-0.1	-2	·	4	-21	·	·	·	·
Fc1ccc(-n2cc(-c3ccccc3)[n+]3c2SCC3)cc1	0.1	3	-14	9	-13	-5	2	0.1	0.7
O=C(CCCCCNC(=O)c1ccccc1Cl)N/N=C/c1ccco1	0.3	4	1	5	-12	2	-5	-0.4	-0.9
Cc1ccc(S(=O)(=O)N2C[C@H]3n4c(=O)ccc(=O)n4C[C@H](OC(=O)NC4CCCC4)[C@@]3(O)C2)cc1	0.6	-15	·	19	-7	·	·	·	·
COC(=O)c1sccc1NC(=O)c1ccccc1C(=O)O	4.9	14	·	11	-6	10	-4	1.1	0.9
CSc1ccc(C2NC(=O)c3ccccc3N2)cc1 (stereo unspecified)	0.5	-5	·	-11	-4	-3	0	2.1	0.9
CCOc1ccc(NC(=O)CSc2nc3ccccc3c(=O)n2CCCC(=O)N2CCCC2)cc1	0.5	12	0	2	3	-5	-3	-0.9	-1.9
CCn1c(CCCOc2ccc(Cl)cc2Cl)n[nH]c1=S	1.0	-7	-5	8	-6	-17	-25	2.3	0.8
CCOc1cnc(C(=O)NNC(=O)C(Br)C(C)C)o1 (stereo unspecified)	-0.5	12	-15	8	-7	-1	-1	0.7	0.7
O=C(CN(c1ccccc1F)S(=O)(=O)c1ccccc1)N1CCCCCC1	0.1	-16	7	6	-3	-25	-3	-0.5	-1.0
CC(=O)c1sc(NC(=O)C(C)Oc2ccc3c(C)cc(=O)oc3c2)nc1C (stereo unspecified)	4.8	-18	-13	6	-10	-17	0	3.8	2.2
COc1ccc(/C=N/NC(=O)C2C3CCCCC32)cc1OC (stereo unspecified)	0.5	-5	-11	18	-15	-13	-8	0.1	-0.9
Cc1cccc(/C(N)=N/OC(=O)Cc2cccs2)c1	-0.3	8	-3	6	-5	-1	-4	-0.4	-1.8

Look-ups from the entries so far.
CCOc1cnc(C(=O)NNC(=O)C(Br)C(C)C)o1 (stereo unspecified) in CHO-K1 Ca PAM → 8
O=C(CCCCCNC(=O)c1ccccc1Cl)N/N=C/c1ccco1 in CHO parental Ca → 2

The results go on.
SMILES	M1 ag parental	TAAR1 antagonist	GPR7 antag	CHO-K1 Ca PAM	CHO-K1 Ca antag	CHO parental Ca	OXTR potentiator	V1aR counter	OXTR agonist
O=C(C1=C(O)C(=O)N(CCN2CCOCC2)C1c1cccc([N+](=O)[O-])c1)c1cccs1 (stereo unspecified)	0.5	-2	-2	3	3	-2	-6	0.0	0.2
CC(C)(C)C(=O)c1no[n+]([O-])c1/C(=N/O)C(C)(C)C	-0.7	6	-20	-8	4	-2	-18	-1.8	-2.2
CNC(=O)C(NC(=O)Nc1ccc(C)cc1)C(C)(C)C (stereo unspecified)	0.9	7	0	30	-10	-14	-6	-0.1	-1.3
Cn1c(=O)oc2cc(NC(=O)CCl)ccc21	0.3	-12	-9	9	1	-8	-1	-0.6	1.4
COc1cc(C(=O)OCC(=O)Nc2ccc(SC(F)F)cc2)cc(OC)c1OC	3.5	15	7	1	-1	2	-4	2.6	0.6
O=C(CC1C[C@H](C(=O)N2CCCCC2)[C@@]2(CCc3ccccc3)c3[nH]c4ccccc4c3CCN2C1=O)NCCC1=CCCCC1 (stereo partly specified)	0.5	-11	·	23	-16	-7	-6	1.3	-0.3
CC(=O)Nc1ccc(S(=O)(=O)NCCC(=O)OCc2nc(N)nc(Nc3ccccc3C)n2)cc1	0.6	·	·	-29	4	-12	-3	1.1	-0.4
COC(=O)COC(=O)c1ccc(-n2nnnc2SC)cc1	0.5	13	-5	14	-1	-11	-3	2.2	1.9
COC(=O)c1ccccc1NC(=O)CN(c1ccc(OC)cc1)S(C)(=O)=O	0.6	0	-8	11	-3	-6	-1	0.3	0.8
Cc1ccc(-c2nc(CS(=O)(=O)CC(=O)N3CCCCCC3)c(C)o2)cc1	2.1	-42	1	12	-10	-16	-9	4.7	0.7
CC/C=C/C(=O)N1CC2(CC(c3cccc(NC(=O)CC)c3)=NO2)C[C@H]1C(N)=O (stereo partly specified)	-0.2	-3	·	-22	16	-3	3	1.9	0.0
CN(C)c1ccc(C(=O)NNC(=O)C23CC4CC(CC(C4)C2)C3)cc1	0.5	-15	·	5	-11	-6	1	0.3	0.0
COc1ccc([C@H]2C=C3CN(C(=O)OC(C)(C)C)S(=O)(=O)[C@H]3C[C@H]2OC(=O)c2cccs2)cc1	·	21	·	·	·	-17	-7	-0.1	-0.1
CCCSc1nc(=O)n2cccc(C)c2n1	-0.2	1	-15	15	-13	0	-3	-1.1	-0.6
CC(=O)c1ccc(N2CCN(C(=O)c3cc(-c4ccc5c(c4)OCO5)nc4ccccc34)CC2)cc1	2.8	40	4	-4	5	-16	5	0.1	0.5
O=C(CN1CCc2cc3c(cc2C1)OCCCO3)Nc1ccc(F)cc1	2.2	-10	-5	-4	-7	-26	-6	6.5	4.8
CCOc1ncccc1C(=O)NCc1ccc(C)cc1	0.0	2	-8	33	-14	-16	4	-1.0	-3.4
O=C(CCN1CCCCCC1)Nc1cccc(F)c1	0.0	-13	3	-3	-5	-17	-8	0.9	0.8
CCCCc1cc(=O)oc2c(CN(C)C)c(O)c(Cl)cc12	0.6	-4	-10	21	-13	-2	2	0.4	-0.6
CC1(C)CC(=O)C=C(NNC(=O)c2ccccc2O)C1	0.8	20	4	3	-9	-10	-3	2.1	1.9
COc1cc(/C=C2\CC(C(C)(C)C)C/C(=C\c3cc(OC)c(OC)c(OC)c3)C2=O)cc(OC)c1OC (stereo unspecified)	0.2	-23	-20	-14	5	-14	-2	1.1	-0.2
O=C1c2ccccc2C(=O)N1CCn1c(=O)oc2ccccc21	5.5	-4	4	13	1	-3	1	0.3	-0.1
CCN1C/C(=C/c2sccc2C)c2nc3ccccc3c(C(=O)O)c2C1	1.1	-18	-1	19	-10	-3	0	0.5	0.3
CSc1ccccc1C(=O)N1CCc2ccc(NC(=O)c3ccccn3)cc2C1	6.2	22	·	-16	25*	·	·	·	·
O=C(NNC(=S)NC1CC2CCC1C2)c1ccc(Cl)cc1 (stereo unspecified)	3.7	-5	-8	7	1	-21	-21	3.8	-2.6
COc1cccc(-c2cnc3c(NC(C)=O)cc(-c4cccc(NC(C)=O)c4)cn23)c1	4.8	34	·	16	-5	·	·	·	·
CC(C)CCNC(=O)CC1C(=O)N(Cc2ccccc2)C(C)c2nc3ccccc3n21 (stereo unspecified)	1.4	-7	-1	19	-2	-32	-11	1.1	-0.2
N=c1oc2cc(O)ccc2cc1C(=O)Nc1ccc(Br)cc1	0.4	1	-10	7	-4	-17	6	1.3	3.8

A different layout for part of the listing above:
> O=C(C1=C(O)C(=O)N(CCN2CCOCC2)C1c1cccc([N+](=O)[O-])c1)c1cccs1 (stereo unspecified)
  M1 ag parental: 0.5 | TAAR1 antagonist: -2 | GPR7 antag: -2 | CHO-K1 Ca PAM: 3 | CHO-K1 Ca antag: 3 | CHO parental Ca: -2 | OXTR potentiator: -6 | V1aR counter: 0.0 | OXTR agonist: 0.2
> CCCCc1cc(=O)oc2c(CN(C)C)c(O)c(Cl)cc12
  M1 ag parental: 0.6 | TAAR1 antagonist: -4 | GPR7 antag: -10 | CHO-K1 Ca PAM: 21 | CHO-K1 Ca antag: -13 | CHO parental Ca: -2 | OXTR potentiator: 2 | V1aR counter: 0.4 | OXTR agonist: -0.6
> O=C(CN1CCc2cc3c(cc2C1)OCCCO3)Nc1ccc(F)cc1
  M1 ag parental: 2.2 | TAAR1 antagonist: -10 | GPR7 antag: -5 | CHO-K1 Ca PAM: -4 | CHO-K1 Ca antag: -7 | CHO parental Ca: -26 | OXTR potentiator: -6 | V1aR counter: 6.5 | OXTR agonist: 4.8
> COC(=O)COC(=O)c1ccc(-n2nnnc2SC)cc1
  M1 ag parental: 0.5 | TAAR1 antagonist: 13 | GPR7 antag: -5 | CHO-K1 Ca PAM: 14 | CHO-K1 Ca antag: -1 | CHO parental Ca: -11 | OXTR potentiator: -3 | V1aR counter: 2.2 | OXTR agonist: 1.9
